GSTO1 inh: GSTO1 inhibition, counter-screen for RBBP9 inhibitors. recombinant GSTO1, activity-based probe fluorescence polarization. AID 1974. inhibition, % at 5.96 µM. actives 1.1% (n = 300,000);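 active = inhibition above the campaign mean inhibition plus 3 SD, cut at about 35% in these data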;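 also: 0% = GSTO1-1 with DMSO and 100% = wells lacking GSTO1-1 enzyme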
EBNA-1 inhibitor: blocks EBNA-1 binding to DNA; EBNA-1 DNA binding, fluorescence polarization; inhibition, % at 14.8 µM; actives 0.34% (n = 300,000); in the data active = inhibition above about 28%
PAFAH1B3 inh: blocks human PAF acetylhydrolase 1B catalytic subunit 3; inhibition, % at 3.39 µM; recombinant PAFAH1B3, FP-rhodamine probe, fluorescence polarization; actives 0.28% (n = 340,000); Q15102; AID 492972;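 active = inhibition above the screen-wide average of all tested compounds plus 3 SD, cut at about 25% in these data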;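 also: 0% = enzyme with DMSO only and 100% = wells lacking PAFAH1B3 protein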
Target sequence (Q15102 whole entry, looked up): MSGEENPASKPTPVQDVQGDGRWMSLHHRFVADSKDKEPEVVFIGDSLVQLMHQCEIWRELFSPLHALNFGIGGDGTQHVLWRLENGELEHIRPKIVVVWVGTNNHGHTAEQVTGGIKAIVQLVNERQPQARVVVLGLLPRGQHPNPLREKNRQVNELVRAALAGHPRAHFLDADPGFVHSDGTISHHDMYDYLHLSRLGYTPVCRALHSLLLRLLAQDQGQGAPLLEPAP
ZTA counter: ZTA (EBV) inhibition in EBNA-1 counter-screen; P03206; ZTA-DNA binding, fluorescence polarization; inhibition, % at 11 µM; actives 0.15% (n = 320,000); in the data active = inhibition above about 33%
Target sequence (P03206 whole entry, looked up): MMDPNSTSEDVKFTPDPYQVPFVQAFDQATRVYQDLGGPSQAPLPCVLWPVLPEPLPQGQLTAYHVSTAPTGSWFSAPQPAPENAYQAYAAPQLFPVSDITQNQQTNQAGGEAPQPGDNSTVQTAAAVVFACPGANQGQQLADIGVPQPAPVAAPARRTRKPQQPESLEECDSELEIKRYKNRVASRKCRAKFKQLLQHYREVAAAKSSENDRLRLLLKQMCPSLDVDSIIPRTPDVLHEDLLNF
PAFAH2 FP inh: inhibitors of human PAFAH2; actives 0.99% (n = 340,000); Q99487; inhibition, % at 3.39 µM; recombinant PAFAH2, FP-rhodamine activity probe, fluorescence polarization; AID 492956;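 active = inhibition above the mean over all tested compounds plus 3 SD, cut at about 30% in these data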;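 also: inhibitors block probe labeling of enzyme so polarization drops; 0% = enzyme with DMSO and 100% = wells lacking PAFAH2 protein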
LYPLA2 inh: LYPLA2 (human) inhibition in PME1 counter-screen. actives 0.38% (n = 320,000). AID 2177. recombinant LYPLA2, FP-Rh probe fluorescence polarization. O95372. inhibition, % at 5.9 µM;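 active = inhibition above the screen-wide mean plus 3 SD, limit set per campaign, cut at about 26% in these data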;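 also: 0% = LYPLA2 with DMSO and 100% = wells lacking LYPLA2 enzyme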
Target sequence (O95372 whole entry, looked up): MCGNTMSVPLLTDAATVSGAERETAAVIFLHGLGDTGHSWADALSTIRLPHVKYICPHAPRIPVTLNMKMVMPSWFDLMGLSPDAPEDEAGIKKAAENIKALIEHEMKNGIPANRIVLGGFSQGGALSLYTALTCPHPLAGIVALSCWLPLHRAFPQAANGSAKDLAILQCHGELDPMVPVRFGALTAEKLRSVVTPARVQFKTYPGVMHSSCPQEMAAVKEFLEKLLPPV
LYPLA1 counter: LYPLA1 (human) inhibition in PME1 counter-screen. O75608. recombinant LYPLA1, FP-Rh probe fluorescence polarization. inhibition, % at 5.9 µM. actives 0.16% (n = 320,000). AID 2174;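 active = inhibition above the mean of all tested compounds plus 3 SD, set per campaign, cut at about 14% in these data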;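 also: inhibitors block serine hydrolase probe labeling of LYPLA1 so polarization falls; 0% = enzyme with DMSO and 100% = wells lacking LYPLA1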
Target sequence (O75608 whole entry, looked up): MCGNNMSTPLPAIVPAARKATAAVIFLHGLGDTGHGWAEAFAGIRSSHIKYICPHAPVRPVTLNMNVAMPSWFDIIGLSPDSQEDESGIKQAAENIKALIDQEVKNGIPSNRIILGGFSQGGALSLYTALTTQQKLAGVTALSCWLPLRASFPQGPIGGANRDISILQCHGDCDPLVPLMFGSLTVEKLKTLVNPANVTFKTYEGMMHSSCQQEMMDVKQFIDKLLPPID
PREPL inh: inhibits the human prolyl oligopeptidase-like enzyme | inhibition, % at 5.96 µM | AID 2751 | recombinant PREPL, fluorescence polarization activity-based probe | actives 0.68% (n = 320,000); in the data active = inhibition above about 43%;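 also: 0% = enzyme with DMSO and 100% = wells lacking enzyme; many of its hits are not listed in these tables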
PAD4 inh: blocks human protein arginine deiminase 4; recombinant PAD4, RCA probe fluorescence polarization; actives 0.41% (n = 330,000); inhibition, % at 6.36 µM; AID 485272; Q9UM07;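 active = percent inhibition above a cutoff equal to the mean of all tested compounds plus 3 SD, cut at about 15% in these data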;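 also: 0% = PAD4 with RCA probe and DMSO and 100% = probe without PAD4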
Active calls of the source: *; x = not tested or not shown. Not all compounds are listed, so the mix of outcomes need not match the whole.

SMILES | GSTO1 inh | EBNA-1 inhibitor | PAFAH1B3 inh | ZTA counter | PAFAH2 FP inh | LYPLA2 inh | LYPLA1 counter | PREPL inh | PAD4 inh
COCCn1c(SCC(=O)N2CC(=O)Nc3ccccc32)nnc1-c1ccoc1C | 4 | 5 | 10 | 12 | -5 | -2 | 1 | -2 | 0
Cc1ccc(C(=O)N/C(=C/c2ccco2)C(=O)N2CCCCCC2)cc1 | 2 | -5 | 0 | -10 | 4 | 5 | 3 | -5 | -2
COc1ccccc1-c1nc2s/c(=C\c3cccs3)c(=O)n2n1 | -14 | 2 | 9 | -3 | -7 | -1 | -3 | -3 | 2
Cc1nc2ccccc2c(=O)n1NC(=O)c1cc(Br)ccc1Cl | 9 | -1 | -7 | 1 | -5 | 2 | 3 | -5 | 7
O=C(NCc1ccccn1)c1c(O)c2cccc3c2n(c1=O)CC3 | 4 | 6 | 8 | 7 | -1 | 0 | -1 | -10 | -1
COc1ccccc1C1=NOC(C(=O)N2CCN(C(=O)c3ccco3)CC2)C1 (configuration not stated) | 0 | 2 | 1 | -5 | 14 | 0 | -2 | -4 | -1
O=P(Cc1cc[n+]([O-])cc1)(c1ccccc1)c1ccccc1 | 12 | 3 | -1 | -12 | -4 | 2 | 0 | 4 | -3
COC(=O)c1ccc(COc2ccccc2/C=C(\C#N)C(=O)Nc2ccc(C)cc2)cc1 | 5 | -3 | -33 | -2 | -33 | -1 | -2 | -4 | 2
CCC(C)(C(=O)NC1CCCCC1)N(C(=O)C1CCC(=O)N1)c1ccccc1 (configuration not stated) | 1 | 2 | 6 | 0 | -5 | -4 | -1 | 5 | -3
CCOC(=O)CCCNC(=O)COC(=O)[C@@H]1CCCN1S(=O)(=O)c1ccc(Cl)cc1 | 3 | -9 | -1 | -13 | 4 | -4 | -2 | 19 | 0
Cc1cc(NC(=O)COC(=O)c2c(Cl)cccc2Cl)no1 | x | x | 10 | -6 | 7 | -5 | -4 | 9 | 0
CC1S/C(=C(\C#N)C(N)=O)N(c2ccc(F)cc2)C1=O (configuration not stated) | 4 | -3 | -3 | 19 | -1 | 1 | 1 | -7 | 2
COc1ccc2nc(NC3=NC(c4ccccc4)CC(=O)N3)nc(C)c2c1 (configuration not stated) | -2 | -5 | 1 | -1 | -1 | -2 | 2 | -1 | -6
CCOC(=O)Cc1csc(NS(=O)(=O)c2ccc(SC)cc2)n1 | 2 | -9 | 4 | 8 | -7 | -6 | 1 | 6 | -3
COC(=O)Cn1c(O)c(N=NC(=O)CNC(=O)COc2cccc(C)c2)c2ccccc21 | 0 | 23 | 4 | 7 | -3 | 4 | 1 | 13 | -4
COCCn1nnnc1C(c1ccccc1)N1CCN(C)CC1 (configuration not stated) | -6 | -16 | 7 | -13 | -5 | -4 | 0 | -4 | -4
CC(=O)Nc1ccccc1OC(C)C(=O)N1CC(C)CC(C)C1 (configuration not stated) | 2 | 6 | 2 | 10 | -1 | -5 | 2 | 2 | 0
CSc1ccc(S(=O)(=O)N2CCC(C(=O)NC3CC3)CC2)cc1 | 5 | 12 | 10 | 4 | -5 | -3 | -1 | -8 | 1
COc1cc(S(=O)(=O)N2CCCCC2)c(OC)cc1Br | 10 | -2 | 4 | -8 | -1 | -4 | -3 | -3 | -1
Nc1ccc(C(=O)OCCc2ccccc2)cc1 | 5 | 4 | 1 | -8 | 18 | 5 | 3 | 6 | -2
Cc1c(NC(=O)c2ccc(COc3ccc4ccccc4c3)o2)c(=O)n(-c2ccccc2)n1C | 6 | -20 | 9 | -12 | -1 | -2 | 0 | 24 | -8
Cc1cc(C(=O)OC(C)C(=O)Nc2cccc(S(=O)(=O)N3CCOCC3)c2)c(C)o1 (configuration not stated) | 7 | 8 | 5 | 13 | 9 | 3 | 2 | 1 | 2
CSc1nc2n(n1)C(c1cc(Br)ccc1F)C(C(=O)N(C)C)=C(C)N2 (configuration not stated) | 4 | -4 | 2 | -3 | 2 | -1 | 0 | 6 | -3
CCOC(=O)NC(Nc1nnc(SCC)s1)(C(F)(F)F)C(F)(F)F | 1 | 3 | 6 | 1 | -1 | -2 | 1 | 4 | -2
CCOC(=O)N1CCN(CCC(=O)Nc2ccc(Br)c(C)c2)CC1 | 5 | 10 | 8 | 12 | -10 | 3 | -2 | 14 | -8
Cc1noc(C)c1C(=O)N1CCC2(CC1)Oc1ccc(F)cc1C(=O)C21CC(c2ccc(Cl)cc2)=NO1 (configuration not stated) | -5 | -2 | 10 | -7 | 3 | 6 | 2 | 5 | -3
C[C@@H]1C=C[C@](Cc2ccccc2)(C(=O)NCCc2c[nH]c3ccccc23)N1C(=O)c1ccccc1 | -2 | -7 | -7 | -4 | -71 | -5 | -1 | 9 | -2
COc1ccc(C(OC(=O)c2ccco2)C(=O)NCc2ccc(C)cc2)cc1 (configuration not stated) | 25 | 3 | 12 | -28 | 3 | 0 | -4 | -18 | -1
CCCCN(Cc1ccco1)C(=O)c1cc2c(=O)[nH]c3ccc(C)cc3c2s1 | -3 | -4 | -6 | -12 | -2 | -2 | 0 | -57 | -2
Cc1oc2ccc(OCc3ccc(Br)cc3)cc2c1C(=O)O | -6 | 8 | 11 | -11 | -2 | 1 | -5 | -4 | -4
Cc1ccc(OCc2nnc(SCC(=O)Nc3nccs3)n2-c2ccccc2)cc1C | -4 | -7 | 2 | -1 | -4 | -2 | 0 | -5 | 0
O=[N+]([O-])c1ccc(Oc2ccc(-c3nnco3)cc2)c(Cl)c1 | -2 | 2 | 4 | -5 | 4 | 32* | 11 | 30 | 0
CCN(CC)S(=O)(=O)c1ccc(/C=C/C(=O)OCC(=O)NCc2cccs2)cc1 | x | x | 3 | -11 | 93* | 5 | 2 | 6 | -1
COc1ccc(Cl)cc1NC(=O)CSc1nc2sccc2c(=O)[nH]1 | -47 | 3 | -2 | 12 | 11 | -9 | -7 | -12 | -5
COc1ccc(CNC(=S)N/N=C/c2ccc(O)c(OC)c2)cc1 | -4 | -2 | -2 | -6 | 1 | 7 | 5 | 4 | 4
COC(=O)c1ccc(N(CC(=O)NC2CCCC2)C(=O)CNC(=O)c2cccs2)cc1 | 11 | -10 | -4 | -2 | -8 | 6 | 1 | 1 | 1
CC(=O)C1=C(C)N(Cc2ccccc2)C(=O)N[C@@H]1c1cccc(C(F)(F)F)c1 | 6 | 7 | -1 | 9 | 7 | -5 | -4 | -4 | -4
CCOC(=O)N/N=C1\CC(C)S(=O)(=O)c2ccc(Cl)cc21 (configuration not stated) | -3 | 1 | -1 | 11 | 6 | -7 | -2 | -3 | -2
CCOC(=O)Nc1nnc(Cc2ccc(Cl)c(Cl)c2)s1 | 2 | 5 | 5 | 4 | -3 | 2 | 1 | -35 | -5
CCOc1cc(/C=N/N=C/c2ccc(O)c(OCC)c2)ccc1O | -3 | -1 | 2 | -8 | 2 | -1 | -1 | 5 | -3
COc1ccc([N+](=O)[O-])cc1N(CC(O)CN(C)C)S(=O)(=O)c1ccc(C)cc1 (configuration not stated) | -2 | -3 | 6 | 13 | -2 | 2 | 4 | 10 | 1
CC(=O)NCCNc1nc2c(-c3ccccc3)nnn2c2ccccc12 | -8 | 9 | 9 | -1 | -3 | -14 | -3 | 12 | -3
CCOC(=O)c1c(-c2ccccc2)csc1NC(=O)CSc1nc(C)cc(C)n1 | 15 | -2 | 0 | -8 | 3 | -3 | -1 | -6 | -4
CCN1CCN(C(=O)c2cc3cc(Cl)ccc3[nH]2)CC1 | -1 | 2 | 6 | -3 | 3 | 13 | 2 | -2 | -6
C/C(=N/n1cnnc1)c1cccnc1 | -6 | -8 | 7 | 4 | -6 | -2 | -2 | 1 | -1
CCOC(=O)c1c(C)nc2c(c1-c1cc(OC)ccc1OC)C(=O)c1ccccc1-2 | -1 | 8 | 3 | 6 | 1 | -3 | 1 | -5 | -2
O=C(Nc1cc(Cl)cc(Cl)c1)c1ccc(Cn2c(=O)[nH]c3ccsc3c2=O)cc1 | -8 | 36* | 5 | -2 | -36 | -47 | -18 | -22 | 0
CCOc1ccccc1CN1C(=O)c2ccccc2C1C(=O)NC(C)CC (configuration not stated) | 2 | -2 | 3 | 8 | 4 | -1 | 0 | 3 | 1
COc1ccc(C(=O)N/N=C/c2ccccc2C(=O)O)cc1OC | -1 | 5 | -2 | 10 | 0 | -3 | 1 | 0 | 0
CCN1CCc2nc(NC(=O)Cc3ccc4c(c3)OCCO4)sc2C1 | 20 | 5 | -2 | -6 | 4 | 1 | 4 | 22 | 5

3 of the compounds above, with two lines to a compound:
Below each compound – GSTO1 inh	EBNA-1 inhibitor	PAFAH1B3 inh	ZTA counter	PAFAH2 FP inh	LYPLA2 inh	LYPLA1 counter	PREPL inh	PAD4 inh
Nc1ccc(C(=O)OCCc2ccccc2)cc1
 : 5	4	1	-8	18	5	3	6	-2
Cc1c(NC(=O)c2ccc(COc3ccc4ccccc4c3)o2)c(=O)n(-c2ccccc2)n1C
 : 6	-20	9	-12	-1	-2	0	24	-8
Cc1cc(C(=O)OC(C)C(=O)Nc2cccc(S(=O)(=O)N3CCOCC3)c2)c(C)o1 (configuration not stated)
 : 7	8	5	13	9	3	2	1	2

Additional results
SMILES | GSTO1 inh | EBNA-1 inhibitor | PAFAH1B3 inh | ZTA counter | PAFAH2 FP inh | LYPLA2 inh | LYPLA1 counter | PREPL inh | PAD4 inh
Cc1nn(Cc2ccccc2)c(C)c1/C=N/NC(=O)c1ccncc1 | 3 | -1 | 10 | -5 | -6 | 0 | -1 | -5 | -2
CC(C)n1nc(C(=O)Nc2nnc(C3CC3)s2)c2ccccc2c1=O | -9 | 10 | -8 | 12 | -2 | 2 | 2 | 2 | 0
CCn1cc(Br)c(-c2nc3ccccc3c(=O)n2N)n1 | 0 | -8 | 7 | -4 | 7 | 1 | 3 | 15 | 5
CC(=O)Nc1ccc(N/C=C/C(=O)C(C)(C)C)cc1 | 2 | 4 | 4 | 2 | -12 | -2 | 0 | 7 | 2
Cc1ccc(NC(=O)CS(=O)CC(=O)N(C(C)C(=O)NC2CCCCC2)C(C)(C)C)cc1 (configuration not stated) | 5 | -6 | 4 | -24 | 7 | -2 | -1 | 4 | 0
COc1ccc(-c2noc(CCCC(=O)NC3CCCCC3)n2)cc1OC | 1 | 12 | 5 | 0 | 15 | -4 | 0 | 11 | 0
CCn1ncc(CN2CCCC(CNC(=O)c3ccc(F)cc3)C2)c1C (configuration not stated) | -3 | 12 | 7 | 24 | 3 | 0 | 1 | 6 | -5
O=c1c2ccccc2sc2ccc(NCCCN3CCOCC3)cc12 | 2 | -2 | 9 | -7 | 7 | 1 | 4 | 45* | 5
O=C(CN(Cc1ccco1)C(=O)c1cc(=O)[nH]c2ccccc12)Nc1ccccc1C(F)(F)F | 7 | -9 | 7 | -3 | 0 | 4 | 2 | -8 | 5
O=C(Cn1cc(C(F)(F)F)cc(Cl)c1=O)NCc1ccccc1 | -5 | -7 | 4 | -1 | 9 | -5 | 1 | -7 | 0
CS(=O)(=O)c1ccc(NC(=O)C2CCCN(C(=O)c3ccc(Cl)cc3)C2)cc1 (configuration not stated) | x | x | -1 | 5 | -5 | 5 | -1 | 4 | 0
CC(C)(C)NC(=O)C(c1ccc(O)cc1)N(C(=O)Cn1nnc(-c2ccc(F)cc2)n1)c1ccccc1F (configuration not stated) | -2 | 1 | 3 | 11 | 0 | -6 | -7 | 23 | 1
COc1ccccc1C(c1nnnn1C(C)(C)C)N1CCCc2ccccc21 (configuration not stated) | 3 | 5 | 1 | 6 | -3 | -3 | -1 | 0 | 1
COc1ccc(-c2sc3cc4c(cc3c2C#CC2(O)CCCCC2)OCO4)cc1 | x | x | -3 | 13 | -8 | -17 | -9 | 32 | 1
CCS(=O)(=O)N1CCC(C(=O)NCCCN2CCN(c3ccccc3F)CC2)CC1 | 4 | 5 | 11 | -15 | -2 | 2 | -1 | 19 | 3

Assay outcomes from PubChem BioAssay.
